# iPSC survival up – enhancers of single-cell hiPSC survival, primary screen, ATPlite luminescence; 100% = ROCK inhibitor wells, 0% = DMSO; survival enhancement, % at 20 µM; 360,000 tested, 0.044% active; AID 602274, 2012; in the data active = survival enhancement above about 18%;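 note: cells exposed to compounds for 16 hours before the ATP read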
# Cardio protect – cardioprotection against H2O2-induced cell death, primary screen, uHTS, H9c2 cells, ATPLite luminescence | H9c2 cardiomyocytes, H2O2 injury protection, 2 h | protection from H2O2 cell death, % at 20 µM | 360,000 tested, 0.63% active | AID 588492, 2011;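 active = compounds giving at least 50% protection of heart cells from peroxide-induced death in the single-dose screen, raw or plate-pattern-corrected value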;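 note: 0% = DMSO wells with peroxide and 100% = DMSO wells without peroxide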
# m5-HT2A agonist – mouse Htr2a agonists via beta-arrestin recruitment, primary screen, cell-based, luminescence. 5-hydroxytryptamine receptor 2A (Mus musculus), P35363. CHO-K1 mHTR2A beta-arrestin complementation; percent of 30 µM serotonin response. activation, % at 7.6 µM. 360,000 tested, 0.66% active;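 active = activation above a run cutoff, the mean activation of all tested compounds plus 3 SD, cut at about 14% in these data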;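 note: 0% = plate median of compound wells and 100% = 30 µM serotonin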
# Target sequence (P35363 whole entry, looked up): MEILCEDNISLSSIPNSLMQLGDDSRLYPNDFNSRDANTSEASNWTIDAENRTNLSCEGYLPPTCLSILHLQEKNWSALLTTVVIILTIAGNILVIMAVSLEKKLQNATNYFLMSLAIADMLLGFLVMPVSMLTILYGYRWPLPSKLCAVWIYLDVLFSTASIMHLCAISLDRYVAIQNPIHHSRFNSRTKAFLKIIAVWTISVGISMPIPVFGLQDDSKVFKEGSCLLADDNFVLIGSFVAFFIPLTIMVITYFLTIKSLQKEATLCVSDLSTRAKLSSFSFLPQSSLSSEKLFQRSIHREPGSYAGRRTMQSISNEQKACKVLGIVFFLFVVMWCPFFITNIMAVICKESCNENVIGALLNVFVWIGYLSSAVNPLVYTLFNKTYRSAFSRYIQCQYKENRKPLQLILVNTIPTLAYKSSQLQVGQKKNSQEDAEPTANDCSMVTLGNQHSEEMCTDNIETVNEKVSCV
# NR2E3 ag-1 – inhibitors of NR2E3-RetCOR corepressor binding, primary screen, NR2E3 agonist project, biochemical, TR-FRET, GST-NR2E3, biotin-RetCOR | Photoreceptor-specific nuclear receptor (Homo sapiens), Q9Y5X4 | 320,000 tested, 0.12% active | 1536-well | inhibition of corepressor binding, % at 4.78 µM | AID 2300, 2010;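 active = percent inhibition above the cutoff of mean plus 3 SD of all tested compounds, set per screening campaign, cut at about 20% in these data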;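 note: 0% = DMSO wells and 100% = biotin wells as full block of FRET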
#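 System: GST-tagged NR2E3 plus biotinylated RetCOR corepressor; Buffer or medium: pH 7.5 Tris-based buffer; Probe or stimulus: RetCOR corepressor, biotinylated, 7 nM; Doses: compound at 4.8 µM, single dose; Schedule: 5 h incubation at 4 °C; Technique: time-resolved FRET; Evaluation: percent inhibition of TR-FRET ratio; Replication: one well per compound, singlicate testing.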
# Peg3 promoter – Peg3 promoter-driven luciferase inhibitors, primary screen, cell-based, HeLa, luciferase luminescence; HeLa PEG-Prom luciferase reporter, overnight; inhibition, % at 20 µM; 360,000 tested, 1.7% active; AID 588405, 2011;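 active = inhibition of at least 50% at 20 µM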
# MITF TRPM1 inh – inhibitors of MITF-dependent TRPM1 promoter reporter, primary screen, cell-based, SK-MEL-5, single point, luciferase; inhibition, % at 12.5 µM; SK-MEL-5 TRPM1 promoter luciferase, 24 h; AID 488899, 2010; 330,000 tested, 0.83% active;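 active = mean inhibition across replicates of 60% or more, whatever share of single replicates reaches that level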; note: values of inactives mirror those of a sister screen read the other way
# HIF-2a inh – HIF-2a reporter inhibitors, primary screen, luminescence, 786-0 RCC cells; 786-0 RCC cells HIF-2a reporter, luciferase luminescence, overnight; inhibition, % at 18.8 µM; 360,000 tested, 0.72% active;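 active = inhibition of the luminescence signal of 40% or more relative to plate controls, in a single-dose primary screen at 18.75 µM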
# PDI inh – inhibitors of human PDI, primary screen, biochemical, turbidity, single point, plate reader. 350,000 tested, 0.052% active. inhibition, % at 10 µM. Protein disulfide-isomerase (Homo sapiens), P07237. PDI insulin aggregation turbidity, A650, 90 min;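 active = mean inhibition across replicates of 30% or more, whatever share of single replicates reach that level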;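 note: absorbance from insulin aggregation driven by PDI reduction with DTT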
# Target sequence (P07237 whole entry, looked up): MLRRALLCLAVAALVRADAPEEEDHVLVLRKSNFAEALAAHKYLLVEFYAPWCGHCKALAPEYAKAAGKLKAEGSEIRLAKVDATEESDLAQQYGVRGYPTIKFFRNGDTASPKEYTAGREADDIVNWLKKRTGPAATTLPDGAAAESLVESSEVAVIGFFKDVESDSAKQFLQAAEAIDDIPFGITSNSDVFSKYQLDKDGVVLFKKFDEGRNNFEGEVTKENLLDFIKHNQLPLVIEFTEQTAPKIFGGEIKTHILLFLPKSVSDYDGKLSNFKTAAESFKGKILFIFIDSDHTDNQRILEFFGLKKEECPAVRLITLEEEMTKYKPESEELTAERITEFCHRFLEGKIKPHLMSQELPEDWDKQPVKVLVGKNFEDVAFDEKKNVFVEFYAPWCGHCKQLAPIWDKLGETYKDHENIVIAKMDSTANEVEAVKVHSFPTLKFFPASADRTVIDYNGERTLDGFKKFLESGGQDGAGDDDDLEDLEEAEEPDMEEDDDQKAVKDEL
# Shn3 inh set2 – reduction of Shn3 3'UTR firefly luciferase signal, primary screen, Schnurri-3 inhibitor project, cell-based, Clone20 osteoblasts, set 2; Clone20 osteoblast Shn3 3'UTR firefly luciferase, 24 h; inhibition, % at 12.5 µM; 360,000 tested, 0.52% active; AID 588674, 2011;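 active = mean inhibition of at least 75% with every replicate also reaching 75%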;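 note: 0% = median of neutral control wells and 100% = pilot-screen positive control compound; some compounds past the cut are filed as inactive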
# CaV13 FRET inh – Primary screen for inhibitors of IQ motif and Ca2+-dependent inactivation inhibitor domain binding in CACNA1D, Förster resonance energy transfer in living cells, …; 340,000 tested, 0.098% active; AID 743397; inhibition, % at 12.3 µM; HEK cells, CFP/YFP FRET ICDI-IQ, plate reader, 10 min; percent FRET-ratio fall versus neutral wells;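 active = mean replicate inhibition of at least 30% and at least 1% of replicates passing that level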;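 note: 0% = median of the neutral control wells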
# NR2E3 ag-2 – NR2E3 agonists in two-hybrid cells, primary screen, cell-based, luminescence, CHO-S, Gal4-NCOR/VP16-NR2E3. inhibition of corepressor binding, % at 3.98 µM. 360,000 tested, 0.35% active. luciferase. AID 602229, 2012. Photoreceptor-specific nuclear receptor (Homo sapiens), Q9Y5X4;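 active = inhibition above the mean of all tested compounds plus 3 SD, cut at about 70% in these data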;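 note: 0% = DMSO with NR2E3 transfected cells and 100% = cells lacking NR2E3 construct; higher means lower luciferase signal from less NR2E3 corepressor binding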
# * = called active by the depositor; . = no result given.
SMILES	iPSC survival up	Cardio protect	m5-HT2A agonist	NR2E3 ag-1	Peg3 promoter	MITF TRPM1 inh	HIF-2a inh	PDI inh	Shn3 inh set2	CaV13 FRET inh	NR2E3 ag-2
COc1ccc(/C=N/NC(=O)CNC(=O)c2ccc(S(=O)(=O)N3CCOCC3)cc2)cc1OC	1.0	0	-1	0	-4	1	11	-7	4	-6	18
NC1=NC(=Nc2ccc(S(N)(=O)=O)cc2)c2ccccc21	-0.1	-1	3	0	-4	-1	2	-1	-7	-5	-18
O=C(COC(=O)CNC(=O)c1ccccc1)Nc1ccc(S(=O)(=O)N2CCCC2)cc1	0.1	0	-5	2	2	3	8	0	-9	-4	-14
CCc1ccc(S(=O)(=O)Nc2ccc(N3CCN(C)CC3)cc2)cc1	0.2	4	-4	-1	5	-1	9	2	-16	-5	-10
COc1ccc(NS(=O)(=O)c2ccc(C(=O)N3CCC(C)CC3)cc2)cc1	1.4	-18	-9	.	8	21	-2	-2	45	-7	56
O=C(/C=C/c1cccs1)NC1CCCC1	-0.4	-1	-2	-3	-142	-26	-118	8	-26	-3	-52
O=C(OC(C(=O)NC1CCCCC1)c1ccccc1F)c1ccco1 (stereo not drawn)	0.0	0	-5	2	1	3	6	-1	6	-4	-19
Cc1ccc2nsnc2c1S(=O)(=O)NCc1cccnc1	8.5	-4	1	2	21	3	2	-6	-2	-6	2
COc1ccccc1NC(=O)c1ccc(S(=O)(=O)NCc2ccco2)cc1	-0.6	1	-4	1	-15	-12	-30	-2	13	-2	10
O=C(Nc1cc(SCCO)cc([N+](=O)[O-])c1)c1ccco1	-0.2	-4	0	2	-7	0	15	-6	9	-2	-9
CC(C)c1ccc(C(=O)NCCCN(C)C)cc1	-0.7	-1	-4	1	3	-5	-4	2	-4	-18	19
O=C(NNS(=O)(=O)c1ccccc1)C1CC(c2cccnc2)=NO1 (stereo not drawn)	0.7	1	1	0	13	-7	13	-2	-2	-12	-1
O=C(NC1CCCCCCC1)c1cc(COc2ccc3ncccc3c2)on1	0.3	-37	-1	.	-10	23	16	-4	88*	-4	80*
COc1ccc(CCNc2oc(COc3ccccc3F)nc2C#N)cc1OC	-1.1	4	-5	3	16	-5	0	0	14	1	-11
O=C(CCC(=O)N(CC(=O)NC1CCCCC1)c1ccccc1F)Nc1nccs1	0.2	5	-4	4	8	4	8	8	9	-4	-45
O=C(CNC(=S)N(Cc1ccccc1F)C1CCCCC1)NCC1CCCO1 (stereo not drawn)	-0.7	7	4	-3	25	-8	-2	2	3	0	10
C[C@H](CO)N1C[C@H](C)[C@H](CN(C)Cc2ccccc2)Oc2ccc(NC(=O)Nc3ccc(F)cc3)cc2C1=O	-2.6	1	-1	.	39	14	18	2	-10	-11	-1
COc1ccc(C(C(=O)NC2CCCC2)N(CCO)C(=O)Cn2nnc(-c3ccc(C)o3)n2)cc1OC (stereo not drawn)	0.4	-4	-2	6	-4	2	3	2	8	-4	-3
CCCCCC(=O)Nc1nc(C)c(-c2csc(Nc3cc(Cl)ccc3OC)n2)s1	0.1	-10	-8	2	-43	-8	-2	12	-27	-10	-35
O=C(COC(=O)C1CCCCC1)Nc1ccccc1OC(F)F	1.6	3	6	0	0	5	13	-3	2	-3	-5
COc1ccc(-c2nn(-c3ccccc3)cc2C(=O)N2CCN(C(=O)c3ccco3)CC2)cc1	-1.3	9	1	.	13	3	8	3	10	-6	-12
CCN=C1SC(CC(=O)Nc2sc(C)c(C)c2C(=O)OC)C(=O)N1CC (stereo not drawn)	3.1	-7	0	1	23	0	17	7	13	.	19
Cc1ccc(OCC(=O)NNC(=O)c2ccc(F)c(S(=O)(=O)N3CCOCC3)c2)cc1C	-2.3	3	6	.	-8	.	-3	13	4	-16	-9
C=CCn1c(CNS(=O)(=O)c2ccc(Br)cc2)n[nH]c1=S	-0.2	0	6	-1	12	-7	18	-1	2	-5	-26
CCOC(=O)c1cnc(COc2ccc(OC)cc2)[nH]c1=O	-0.2	3	0	-1	7	11	15	-5	8	-19	3

# Some of the entries so far, with two lines to a compound:
# Each structure is followed by: iPSC survival up	Cardio protect	m5-HT2A agonist	NR2E3 ag-1	Peg3 promoter	MITF TRPM1 inh	HIF-2a inh	PDI inh	Shn3 inh set2	CaV13 FRET inh	NR2E3 ag-2
- O=C(CNC(=S)N(Cc1ccccc1F)C1CCCCC1)NCC1CCCO1 (stereo not drawn)
    -0.7	7	4	-3	25	-8	-2	2	3	0	10
- C[C@H](CO)N1C[C@H](C)[C@H](CN(C)Cc2ccccc2)Oc2ccc(NC(=O)Nc3ccc(F)cc3)cc2C1=O
    -2.6	1	-1	.	39	14	18	2	-10	-11	-1
- COc1ccc(C(C(=O)NC2CCCC2)N(CCO)C(=O)Cn2nnc(-c3ccc(C)o3)n2)cc1OC (stereo not drawn)
    0.4	-4	-2	6	-4	2	3	2	8	-4	-3
- CCCCCC(=O)Nc1nc(C)c(-c2csc(Nc3cc(Cl)ccc3OC)n2)s1
    0.1	-10	-8	2	-43	-8	-2	12	-27	-10	-35
- O=C(COC(=O)C1CCCCC1)Nc1ccccc1OC(F)F
    1.6	3	6	0	0	5	13	-3	2	-3	-5
- COc1ccc(-c2nn(-c3ccccc3)cc2C(=O)N2CCN(C(=O)c3ccco3)CC2)cc1
    -1.3	9	1	.	13	3	8	3	10	-6	-12
- CCN=C1SC(CC(=O)Nc2sc(C)c(C)c2C(=O)OC)C(=O)N1CC (stereo not drawn)
    3.1	-7	0	1	23	0	17	7	13	.	19
- Cc1ccc(OCC(=O)NNC(=O)c2ccc(F)c(S(=O)(=O)N3CCOCC3)c2)cc1C
    -2.3	3	6	.	-8	.	-3	13	4	-16	-9
- C=CCn1c(CNS(=O)(=O)c2ccc(Br)cc2)n[nH]c1=S
    -0.2	0	6	-1	12	-7	18	-1	2	-5	-26
- CCOC(=O)c1cnc(COc2ccc(OC)cc2)[nH]c1=O
    -0.2	3	0	-1	7	11	15	-5	8	-19	3

# The results go on:
SMILES	iPSC survival up	Cardio protect	m5-HT2A agonist	NR2E3 ag-1	Peg3 promoter	MITF TRPM1 inh	HIF-2a inh	PDI inh	Shn3 inh set2	CaV13 FRET inh	NR2E3 ag-2
COc1cccc(CNC(=O)Cn2nc([N+](=O)[O-])c(Br)c2C)c1	0.5	-5	-3	3	8	-11	20	-4	-15	-7	-3
C=CCN(c1ccccc1)S(=O)(=O)c1cccc(C(=O)NNC(=O)c2ccncc2)c1	1.1	-1	6	1	-7	-7	6	-2	-11	-6	3
Cc1ccc(C(C(=O)Nc2ccc3c(c2)OCO3)N(C)C(=O)Cc2c[nH]c3ccccc23)cc1 (stereo not drawn)	0.9	-2	1	1	24	1	-5	-2	-6	-5	-3
CN1C(=O)NC(c2ccc([N+](=O)[O-])cc2)C2=C1CC(C)(C)CC2=O (stereo not drawn)	0.0	4	1	12	-7	3	9	5	-6	-5	-17
CCCc1cc(=O)[nH]c(SCc2nc3ccc([N+](=O)[O-])cc3[nH]2)n1	-3.0	41	5	11	16	18	18	1	-11	-16	-9
COc1ccc(CNC(=O)CCCn2nc(C)c([N+](=O)[O-])c2C)cc1	-0.4	0	5	-1	7	16	12	-3	14	-2	16
CCOc1ccc(C(c2c(O)nc(SC)n(C)c2=O)c2c(O)nc(SC)n(C)c2=O)cc1	0.7	6	-4	1	1	-1	9	0	-1	-6	-12
CCC(C)C(NC(=O)c1ccccc1NC(=O)c1ccco1)C(=O)NNC(=O)c1ccncc1 (stereo not drawn)	0.8	3	1	1	13	8	11	7	18	-2	-34
Cc1nc(-c2ccc(NC(=O)C3CCCCC3)cc2)cs1	-1.6	-12	4	-3	-269	-66	-207	13	-86	-5	-22
CCC(C(=O)O)N1C(=O)c2ccccc2C1=O (stereo not drawn)	-1.7	4	1	2	-16	10	3	-13	16	0	-22
O=C1[C@H](Cc2ccccc2)NCCCC[C@H](c2ccc(Cl)cc2)N1Cc1ccccc1	-2.8	-9	-1	.	32	1	16	2	5	-11	-42
COc1ccc(-c2csc3ncnc(Nc4ccc(O)cc4)c23)cc1	0.1	-5	1	3	2	13	21	2	19	-7	3
C#CCOCCOCCOCCNc1nc(N2CCN(C(=O)Cn3cc(CCCN=C(N)N)nn3)CC2)nc(N2CCN(C(=O)[C@H](C)n3cc(CCCN=C(N)N)nn3)CC2)n1	3.0	7	-6	-4	-3	2	-5	-21	11	-6	-10
Cc1ccc(/C=N/n2c(-c3ccncc3)n[nH]c2=S)o1	-2.2	4	-3	0	9	-11	10	-10	1	-17	-34
COc1ccc(C(=O)C2CCCN(Cc3cn(C)nc3-c3ccccc3)C2)cc1F (stereo not drawn)	1.4	0	-1	2	12	7	17	-2	1	-2	-19
Cc1cccc(CCNC(=O)C2CCCN(S(=O)(=O)c3cnc[nH]3)C2)c1 (stereo not drawn)	-0.7	1	15*	2	-1	8	-4	-3	-11	9	-13
CCOC(=O)CNC(=O)Cn1cnc2c(oc3ccccc32)c1=O	-0.1	2	-3	0	-17	-1	-46	-3	-20	-2	-7
CC(OC(=O)[C@@H](NC(=O)c1ccco1)C(C)C)C(=O)Nc1ncc(Cl)cc1Cl (stereo partly drawn)	1.2	-4	-4	.	1	5	9	-3	0	-3	-18
NC1=NC2(CCCCC2)N(c2ccc(F)cc2)C(N)=N1	-0.2	4	1	-2	8	3	16	11	7	-4	-15
CCOC(=O)Nc1cc2c(cc1[N+](=O)[O-])-c1ccccc1C2=O	-3.4	-5	-2	.	-111	4	-120	2	-17	-6	-68
CCCn1c(SCC(=O)Nc2sc(C)c(C)c2C#N)nnc1C(C)C	-0.3	-1	0	4	17	7	15	3	-15	-4	-39
Cc1ccc(OCCC(=O)OCC(=O)NC2CCS(=O)(=O)C2)cc1 (stereo not drawn)	-0.4	0	-6	0	4	6	-1	-4	-19	-6	-23

# Screening results deposited in PubChem BioAssay by several laboratories.
